# G9a inh: inhibitors of human histone lysine methyltransferase G9a. Q96KQ7. G9a H3K9 monomethylation, AlphaScreen, 2 h. Potency, µM (titrated, usually from 102 µM), for the others: at the highest dose activity, negative = inhibition, hits mostly inhibitors. 350,000 compounds, 8.8% hits; note: potency is the fitted concentration of half-maximal effect; % is set by controls: 0 for no effect and ±100 for the full control effect; nearly all actives have a fitted effect of over 75% in size
#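 Chemiluminescent proximity detection of H3K9 monomethylation, read after 10 min bead incubation in the dark. Reaction: 20 nM G9a, 500 nM biotin-H3K9 peptide, 20 uM SAM cofactor, 2 h, room temperature, following 15 min enzyme-compound preincubation.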
# Pin1 inhibitor: blocks the human prolyl isomerase Pin1; AID 504891; Q13526; 390,000 compounds, 0.009% hits; Pin1 FP peptide displacement, HiFluor488, 10 min; Potency, µM (series often up to 115 µM), for the others: top-dose activity, negative = inhibition, hits mostly inhibitors; active = well fitted inhibition curve with a large enough effect in the polarisation, with a control signal flat, not every such curve was filed as active; inconclusive = small, poorly fitted or top-dose-only effect, or effect the other way, or a change in a side signal; inactive = no such curve, though single readings can be large or run the other way; the % refers to the polarisation; note: potency is the fitted concentration of half-maximal effect; % is set by controls: 0 for no effect and ±100 for the full control effect
# HP1b chromo inh: HP1-beta chromodomain-methylated histone interaction inhibition | AlphaScreen HP1-beta / biotin-H3K9me3 peptide binding | Potency, µM (doses to about 114 µM), inactives show at the top dose activity change, negative = inhibition, usual class: inhibitors | P83916 | 390,000 compounds, 0.56% hits | AID 540317; note: potency is the fitted concentration of half-maximal effect; nearly all actives have a fitted effect of over 70% in size; inactives centre near 23
#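 HP1-beta protein (50 nM final) preincubated 30 min at room temperature with biotinylated H3(1-18)K9me3 peptide (50 nM) in PBS pH 7.4, 0.01% Tween-20, then compound added for 30 min. AlphaScreen streptavidin donor/nickel chelate acceptor beads (10 ug/mL final), 30 min dark, luminescence read.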
# BAZ2B inh: inhibitors of human BAZ2B bromodomain; 360,000 compounds, 4.4% hits; Q9UIF8; Potency, µM (series often up to 114 µM), for inactives: at the top dose activity change, negative = inhibition, hits mostly inhibitors; AlphaScreen BAZ2B-H3K14Ac peptide displacement; note: potency is the fitted concentration of half-maximal effect; % is set by controls: 0 for no effect and ±100 for the full control effect; nearly all actives have a fitted effect of over 60% in size
#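 Protein-peptide AlphaScreen: BAZ2B 50 nM, b-H3K14Ac 50 nM, 1x PBS pH 7.4 + 0.01% Tween-20. Preincubation 30 min RT; cpd 30 min RT (top 110 uM); beads 20 min RT, light-protected.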
# JMJD2A Tudor inh: inhibitors of human JMJD2A Tudor domain; O75164; AlphaScreen JMJD2A-Tudor / H3K4me3 peptide binding; Potency, µM (series often up to 114 µM), for the others: at the top dose activity change, negative = inhibition, hits mostly inhibitors; 390,000 compounds, 4.4% hits; AID 504339; note: potency is the fitted concentration of half-maximal effect; % is set by controls: 0 for no effect and ±100 for the full control effect; nearly all actives have a fitted effect of over 50% in size
# Target sequence (O75164 whole entry, looked up, the tested form may be a part): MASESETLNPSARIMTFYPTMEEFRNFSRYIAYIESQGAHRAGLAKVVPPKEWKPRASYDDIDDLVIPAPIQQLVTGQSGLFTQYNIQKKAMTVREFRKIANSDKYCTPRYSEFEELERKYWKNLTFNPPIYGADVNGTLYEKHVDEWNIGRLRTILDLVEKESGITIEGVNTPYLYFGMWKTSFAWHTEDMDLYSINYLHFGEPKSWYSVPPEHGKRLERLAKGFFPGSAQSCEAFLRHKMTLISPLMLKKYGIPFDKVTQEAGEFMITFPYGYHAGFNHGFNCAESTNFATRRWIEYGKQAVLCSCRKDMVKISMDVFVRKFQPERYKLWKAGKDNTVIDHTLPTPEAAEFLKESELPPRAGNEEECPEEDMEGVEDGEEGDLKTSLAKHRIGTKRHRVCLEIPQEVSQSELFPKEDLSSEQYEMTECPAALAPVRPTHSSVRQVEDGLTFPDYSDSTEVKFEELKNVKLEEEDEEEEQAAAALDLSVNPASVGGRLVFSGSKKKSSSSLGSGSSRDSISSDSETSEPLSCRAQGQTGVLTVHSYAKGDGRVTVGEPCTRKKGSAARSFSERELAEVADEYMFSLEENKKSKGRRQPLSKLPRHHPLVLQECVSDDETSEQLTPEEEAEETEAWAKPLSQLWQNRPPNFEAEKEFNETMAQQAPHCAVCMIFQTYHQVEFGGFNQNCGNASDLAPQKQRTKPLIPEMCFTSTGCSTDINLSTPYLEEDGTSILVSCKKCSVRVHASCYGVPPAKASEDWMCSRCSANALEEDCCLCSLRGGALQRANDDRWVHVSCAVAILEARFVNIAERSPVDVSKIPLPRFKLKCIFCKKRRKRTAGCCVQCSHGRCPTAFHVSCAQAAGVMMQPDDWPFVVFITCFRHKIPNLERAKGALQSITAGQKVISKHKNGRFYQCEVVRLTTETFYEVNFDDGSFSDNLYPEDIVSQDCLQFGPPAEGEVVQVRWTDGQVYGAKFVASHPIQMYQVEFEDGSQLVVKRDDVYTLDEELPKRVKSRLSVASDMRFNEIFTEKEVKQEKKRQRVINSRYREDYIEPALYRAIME
# PI4K2A inh: blocks human PI4K2A kinase activity | activity change, negative = inhibition, % at 76.9 µM | purified PI4K2A, ADP-Glo luminescence, 1 h; hits give low values | Q9BTU6 | 420,000 compounds, 0.13% hits; in the data active = activity change below about -50%; inconclusive = mostly about -30% to -49%;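 note: -100% = wells without enzyme as full effect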
#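 ADP-Glo luminescence measured ADP generated by PI4K2A enzyme (4 ug/mL before mixing) with 1.2 mM PI substrate (pre-mix) and 300 microM ATP (pre-mix). Tris pH7.5 buffer with MgCl2, Triton X-100; 1 h reaction at ambient temperature.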
# GLS inh: blocks human kidney-isoform glutaminase activity; O94925; GLS enzymatic activity, qHTS titration; Potency, µM (doses to about 45.5 µM), without a hit: at the highest dose activity change, negative = inhibition, actives largely listed as inhibitors; 410,000 compounds, 0.21% hits; note: potency is the fitted concentration of half-maximal effect; % is set by controls: 0 for no effect and ±100 for the full control effect
#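 Two-point fluorescence kinetic (t0, 30 min RT) for hKGA; glutamate detected via glutamate oxidase–HRP–Amplex Red. Substrate: 1 mM L-glutamine solution; buffer 45 mM KH2PO4, pH 8.2.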
# POLH inh: inhibitors of human DNA polymerase eta. Q9Y253. AID 588591. recombinant Pol eta, fluorescent DNA replication assay. Potency, µM (highest dose often 114 µM), without a hit: at the highest dose activity change, negative = inhibition, actives largely listed as inhibitors. 390,000 compounds, 1.2% hits; note: potency is the fitted concentration of half-maximal effect; % is set by controls: 0 for no effect and ±100 for the full control effect
#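 Fluorescent replication assay: 50 nM final substrate added after a 15 min room-temperature compound preincubation with 10 nM enzyme. Signal taken at 0 min and again at 10 min.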
# PGK inhibitor: inhibitors of T. brucei phosphoglycerate kinase | P07378 | PGK/GAPDH coupled, Kinase-Glo luminescence, 60 min | Potency, µM (doses to about 57.5 µM), for the others: at the highest dose activity change, negative = inhibition, actives largely listed as inhibitors | 380,000 compounds, 0.043% hits; note: potency is the fitted concentration of half-maximal effect; % is set by controls: 0 for no effect and ±100 for the full control effect; nearly all actives have a fitted effect of over 60% in size
#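 Luminescent ATP detection (Kinase-Glo Plus) follows a 60-minute room-temperature incubation, with wells lacking PGK as controls. Buffer: 100 mM TEA (pH 7.6), 5 mM MgCl2, 0.01% Tween-20. Coupling enzyme GAPDH (100 nM final) supplies unstable 1,3-BPG in-well.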
# Numbers without * were called inactive; i = inactive; ? = inconclusive; / = no result given; & = joins results of further samples; [ ] = remark or other dose. Unless noted, calls come from the whole dose curve; as a rule, active = well fitted curve in the direction sought with a large enough effect; inconclusive = small, poorly fitted or top-dose-only effect, or another doubt; inactive = no such curve, though single readings can be large; an effect the other way counts as inactive or inconclusive. A portion of the library; the hit share may differ from the screen's.
Structure	G9a inh	Pin1 inhibitor	HP1b chromo inh	BAZ2B inh	JMJD2A Tudor inh	PI4K2A inh	GLS inh	POLH inh	PGK inhibitor
CC(=O)C(=Nc1cccc(Cl)c1)NNc1ccccc1C	/	-16%	-5%	/	?	2	24%	-2%	5%
CCOC(=O)C1CCN(c2c(C(=O)c3ccc(OC)cc3)cnc3ccccc23)CC1	-19%[59 µM]	15%	23%	-32%	?	-8	3%	-8%	-3%
CC(O)c1nc2ccccc2n1CC(=O)N1CCN(c2ccccc2)CC1 (centres undefined)	?	-2%	45%[activator]	-6%	-8%	3	3%	-17%	i
Nn1cnc2cc3ccccc3cc2c1=O	21%[59 µM]	-13%	26%	-8%	1%	5	-5%	-25%	-3%
CCOc1ccc(C(CC(=O)O)NC(=O)COc2ccccc2OC)cc1OC (centres undefined)	-46%	2%	42%[activator]	/	11%	0	0%	-17%	6%
O=C1Nc2ccc(Br)cc2C12NNc1ccccc1O2 (centres undefined)	?	?	-12%	?	?	-4	27%	-5%	-1%
COC(=O)C(Cc1ccc(O)cc1)NC(=O)c1ccccc1 (centres undefined)	27%[59 µM]	0%	33%	6%	-11%	1	21%	-11%	-9%
CCOc1c(Cl)cc(C(=O)N(Cc2ccc(N(C)C)cc2)Cc2ccco2)cc1Cl	?	-9%	-24%	13µM*	13µM*	-1	-17%	/	/
CC(=O)c1cccc(NC(=O)NNC(=O)c2ccc(-c3ccccc3)cc2)c1	98%[activator]	-1%	14%	8%	-8%	6	13%	0%	-4%
Cc1ccc(N2CCn3c2nc2c3c(=O)n(CCc3ccccc3)c(=O)n2C)cc1C	-7%[59 µM]	3%	16%	-22%	-28%	-1	1%	-17%	-7%
Cc1nn(C(C)c2nc(-c3ccccc3)no2)c(C)c1[N+](=O)[O-] (centres undefined)	22%[59 µM]	10%	43%[activator]	?	1%	6	0%	-6%	-3%
Cc1ccc(N(C)C(=O)N2CCN(S(=O)(=O)c3ccc(C)c(C)c3)CC2)cc1	9%[59 µM]	-10%	30%	2%	-11%	3	-7%	-21%	i
O=C(COc1ccccc1F)Nc1cc(S(=O)(=O)N2CCOCC2)ccc1N1CCOCC1	-3%	-5%	27%	-13%	-27%	2	6%	-9%	i
Cc1cc(C)cc(C(=O)Nc2c3c(nn2-c2ccccc2C)CS(=O)(=O)C3)c1	-19%[59 µM]	-7%	33%	-1%	-29%	4	2%	-8%	-2%
Cc1[nH]c2ccccc2c1C(=O)C(=O)Nc1ccc2c(c1)OCCO2	?	-11%	20%	-32%	-25%	1	-7%	-12%	i
Cc1ccc(NC(=O)c2cc(-c3cc(Cl)ccc3O)n[nH]2)cc1C	18%[2.33 µM]	2%	35%[activator]	-1%	4%	-2	-2%	?	-4%
CCOc1cccc2sc(NC(=O)c3ccc(S(=O)(=O)N4CCCCC4)cc3)nc12	-1%[59 µM]	7%	17%[57 µM]	2%	-24%	2	-5%	-21%	-3%
CCCCN(C)C(=O)C1CCN(Cc2ccc(OCc3ccccc3)cc2)CC1	?	2%	-51%	?	3.5µM*	0	-8%	-7%	-7%
Cn1c(=O)n(C/C=C/c2ccccc2)c(=O)c2c1nc1n2CCCN1Cc1ccccc1	?	17%	?	-38%	?	2	-8%	0%	i
COc1ccc(N2CC(C(=O)Nc3cccnc3)CC2=O)cc1 (centres undefined)	17%	-3%	15%	3%	-11%	3	-1%	-3%	7%
C=CCOc1ccc(Br)cc1CNCC	?	3%	45%[activator]	-16%	-5%	-2	-3%	-22%	-7%
Cn1c(SCC(=O)NC2CCCCC2)nnc1-c1ccccn1	28%	-1%	24%	79µM*	2%	2	10%	-3%	3%
O=C(CSc1n[nH]c(=O)n1-c1ccccc1)N1CCOCC1	43%[0.501 µM]	2%	5%	3%	-7%	-6	-16%	2%	-2%
COc1ccccc1-c1nnc(NC(=O)C(C)C)s1	8%[59 µM]	-4%	23%	-5%	3%	0	6%	-7%	3%
Cc1ccc(S(=O)(=O)NCC(c2cccnc2)N(C)C)cc1 (centres undefined)	3%[12.7 µM]	2%	3%	9%	-13%[57.1 µM]	-3	0%	3%	-3%
COc1ccc(N2CCN(C(=O)CN(Cc3ccc(Cl)cc3)S(C)(=O)=O)CC2)cc1	79µM*	-3%	-21%	?	?	2	19%	-7%	11%
COc1cc(OC)cc(N2CC(C)(C)C2=O)c1	-2%	-1%	3%	1%	-29%[11.4 µM]	-1	-7%	14%	1%
Nc1cc(N)nc(CS)n1	?	-2%	73%[activator]	-8%	-3%	13	5%	-5%	3%
O=C(CCCCCNC(=O)N1CCn2c1nc1ccccc12)N[C@H](Cc1ccccc1)C(=O)O	-6%[12.7 µM]	-11%	40%[activator]	-22%	-13%	0	9%	-8%	-5%
CCC(C)N1CC(=O)N2C(c3ccc(OC)cc3OC)c3[nH]c4ccccc4c3C[C@H]2C1=O (some centres undefined)	?	-1%	-17%	-37%	?	-4	1%	-11%	-4%
Cc1ccc(C)c(NC(=O)C(Sc2ncnc3ccccc23)c2ccccc2)c1 (centres undefined)	1%[59 µM]	-6%	35%	9%	-7%	-2	-4%	-1%	-8%
COc1ccc(NC(=S)NCc2ccc(S(N)(=O)=O)cc2)c(OC)c1	7.1µM*	-2%	-11%	5%	-4%	2	33%	-15%	12%
O=C(NCCc1ccccn1)c1ccc(OC2CCN(CCc3ccccc3)CC2)cc1	15%[0.501 µM]	-3%	23%	-11%	-14%	3	-6%	-4%	-8%
O=c1c2cc(C(F)(F)F)ccc2sn1-c1ccccc1	/	/	/	/	/	-1	11µM*	-17%	-9%
O=[N+]([O-])c1ccc(/C=N/n2cn[nH]c2=S)cc1	7.9µM*	0%	22%	-32%	7.1µM*	-2	1%	3%	2%
C=C(C)Cn1c(SCC)nc2ccccc2c1=O	7%[59 µM]	3%&-3%	85%[activator]	65%[activator]	71%[activator]	-1	-2%	-10%	3%
O=C(O)c1cc(-c2ccccc2)n[nH]1	13%[59 µM]	0%	50%[activator]	8%	-6%	0	-2%	-14%	-10%
Cc1cccc(OCC(=O)Nc2ccc(Cl)c(-c3nc4ccccc4[nH]3)c2)c1	-2%[59 µM]	33%[activator]	34%	-4%	-22%	-1	3%	/	/
O=C(Cc1ccccc1)NC(=S)Nc1cccc(C(F)(F)F)c1	?	-5%	38%	8%	-8%	1	4%	-3%	i
CCOC(=O)c1c(CN2CCCCC2)n(C)c2ccc(OC)c(S(=O)(=O)c3ccccc3)c12	-11%[59 µM]	-3%	26%	-22%	-8%	-7	2%	-26%	7%
O=C1CCN(Cc2ccc(O)cc2)CCN1[C@H](CO)Cc1ccccc1	-3%	-6%	37%	-36%	-3%	-1	3%	-11%	6%
O=S(=O)(c1ccc2c(c1)OCCO2)N1CCNCC1	?	-1%	34%[activator]	0%	-19%	0	-8%	?	-5%
CCOc1ccccc1CNC(=O)CCCn1nc(C)c2sc3ccccc3c2c1=O	?	43%[activator]	53%[activator]	-4%	-1%	-1	7%	-12%	-8%
O=C(CSc1ncccn1)NCC1CCCO1 (centres undefined)	/	1%	54%[activator]	/	1%	0	3%	5%	10%
O=C(Nc1ccc(N2CCN(C(=O)c3ccccc3)CC2)cc1)c1cccs1	-7%	1%	-8%	-2%	-21%	-5	22%	-6%	-3%
Cc1ccccc1NC(=O)Cc1nc(COC(=O)CC(C)c2ccccc2)cs1 (centres undefined)	16%	12%	63%[activator]	10%	9%	-3	-9%	-27%	-2%
CC(C)(C)C(=O)NC1(C(F)(F)F)NC(=O)N(CCc2ccccc2)C1=O (centres undefined)	-2%	-1%	89%[activator]	-1%	1%	8	-12%	-4%	1%
Nc1c(C(=O)NCc2cccs2)nnn1CC(=O)Nc1cccc(Cl)c1	13%	?	20%	-13%	-12%	3	13%	-18%	-7%
COc1ccccc1C(=O)NC(CCSC)C(=O)NCc1ccncc1 (centres undefined)	1%[12.7 µM]	-5%	8%	10%	-16%	4	5%	-8%	-6%
COc1ccc2ncc(S(=O)(=O)c3ccccc3)c(N3CCN(c4ccccc4)CC3)c2c1	?	2%	1%	?	-28%	-3	-1%	-26%	3%

# Record cards, from the list above. Screens in order: G9a inh, Pin1 inhibitor, HP1b chromo inh, BAZ2B inh, JMJD2A Tudor inh, PI4K2A inh, GLS inh, POLH inh, PGK inhibitor
# Shown for `COC(=O)C(Cc1ccc(O)cc1)NC(=O)c1ccccc1` (centres undefined) = 27%[59 µM], 0%, 33%, 6%, -11%, 1, 21%, -11%, -9%
# Shown for `CC(=O)c1cccc(NC(=O)NNC(=O)c2ccc(-c3ccccc3)cc2)c1` = 98%[activator], -1%, 14%, 8%, -8%, 6, 13%, 0%, -4%

# (cont.)
Structure	G9a inh	Pin1 inhibitor	HP1b chromo inh	BAZ2B inh	JMJD2A Tudor inh	PI4K2A inh	GLS inh	POLH inh	PGK inhibitor
CCCOc1ccc(-c2c(C(=O)N/N=C/c3ccncc3)nnn2-c2nonc2N)cc1	7%	5%	38%	-21%	-3%	10	-5%	-18%	-1%
CCOc1ccc(C(=O)NCc2ccc3c(c2)CCN3C(=O)c2ccccc2)cc1	-4%[59 µM]	15%	45%[activator]	-1%	-8%	-2	5%	-21%	-3%
Cc1ccc(NC(=O)c2ccc3c(=O)n4nc(Nc5ccccc5C)sc4nc3c2)cc1C	?	1%	36%	-29%	-4%	1	-6%	-16%	-7%
CCCCCN(C(=O)NC(=O)Nn1cnnc1)S(C)(=O)=O	?	3%	20%	-31%	-17%	-2	0%	-5%	i
